Assay outcomes: PubChem BioAssay, several laboratories
CHT allo act: CHT positive allosteric modulators, primary screen, cell-based, membrane potential dye, choline EC20 | High affinity choline transporter 1 (Homo sapiens), Q9GZV3 | CHT-expressing cells; hits give high values; LV-AA mutant CHT in HEK293 cells | B-score at 10 µM | hit rate 0.49% among 310,000;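 active means initial fluorescence not abnormally high and integrated response B-score, plate-corrected, over 3 SD above library mean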
Target sequence (Q9GZV3 whole entry, looked up): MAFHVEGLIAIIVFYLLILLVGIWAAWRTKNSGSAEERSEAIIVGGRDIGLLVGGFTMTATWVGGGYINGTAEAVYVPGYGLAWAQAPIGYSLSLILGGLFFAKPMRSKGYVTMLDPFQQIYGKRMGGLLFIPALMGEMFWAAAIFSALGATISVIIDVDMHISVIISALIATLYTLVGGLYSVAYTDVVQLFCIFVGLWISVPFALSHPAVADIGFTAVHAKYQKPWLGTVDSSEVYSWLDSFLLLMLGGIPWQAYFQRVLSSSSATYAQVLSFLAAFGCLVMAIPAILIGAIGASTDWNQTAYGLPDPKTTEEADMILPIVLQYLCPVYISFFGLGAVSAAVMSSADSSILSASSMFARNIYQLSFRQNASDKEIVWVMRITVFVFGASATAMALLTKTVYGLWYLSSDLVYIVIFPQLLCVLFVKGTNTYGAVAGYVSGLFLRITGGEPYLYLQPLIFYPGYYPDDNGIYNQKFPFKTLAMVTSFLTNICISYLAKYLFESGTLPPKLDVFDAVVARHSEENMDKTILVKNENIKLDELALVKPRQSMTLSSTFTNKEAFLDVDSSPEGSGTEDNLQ
OX1R antag: OX1R (HCRTR1) antagonists, primary screen, fluorescence, CHO/OX1R cells, Fluo-8 calcium, orexin A; hit rate 0.43% among 330,000; Fluo-8 calcium fluorescence; inhibition, % at 5 µM; AID 434989, 2010; Orexin/Hypocretin receptor type 1 (Homo sapiens), O43613;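 active means inhibition above its plate's threshold, mean inhibition of all tested compounds on the plate plus 3 SD, cut at about 37% in these data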;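 further: 0% = orexin A challenge wells and 100% = SB-334867-A antagonist wells; not every result past the cut was called active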
* marks the source's active call; other numbers are inactive results; i = inactive; . = not tested or not shown.

> O=C(O)CCCCCn1c(SCC(=O)N2CCCC2)nc2ccsc2c1=O
  CHT allo act: i	OX1R antag: -7.6
> COC(=O)c1ccc(C)c(NS(=O)(=O)c2ccc(OC)cc2)c1
  CHT allo act: 8.12*	OX1R antag: -3.4
> CCOC(=O)c1nc(Nc2ccc(N3CCC(C)CC3)cc2)c2ccccc2n1
  CHT allo act: i	OX1R antag: -54.3
> O=C(Nc1ccc(Cl)c(Cl)c1)Oc1ccc(NC(=O)c2ccco2)cc1
  CHT allo act: i	OX1R antag: 38.1
> COCCCNC(=O)C1CCC(=O)N(c2ccc3c(c2)OCO3)C1c1ccc(OC)cc1 (centres undefined)
  CHT allo act: i	OX1R antag: -15.6
> O=C(CNC(=O)c1ccccc1Cl)NCCc1cccs1
  CHT allo act: .	OX1R antag: -28.7
> CC1(c2ccc([N+](=O)[O-])cc2)Nc2ccccc2S1 (centres undefined)
  CHT allo act: i	OX1R antag: -13.6
> CCN(CC)c1ccc(N2C(=O)/C(=C/c3cccnc3)SC2=S)cc1
  CHT allo act: i	OX1R antag: -12.0
> C[C@H](CO)N1C[C@H](C)[C@@H](CN(C)C(=O)NC2CCCCC2)Oc2ccc(NC(=O)Cc3ccccc3)cc2C1=O
  CHT allo act: .	OX1R antag: 5.6
> CSc1nc(-c2ccccc2)c(C#N)c(=O)[nH]1
  CHT allo act: i	OX1R antag: -7.9
> CCOc1ccc(Br)cc1C1=CC(=O)C[C@H](c2ccc(OC)cc2)C1
  CHT allo act: .	OX1R antag: -14.8
> CN(C)N=Nc1ccc(S(=O)(=O)N2CCSC2C(=O)O)cc1 (centres undefined)
  CHT allo act: i	OX1R antag: -26.5
> CCOC(=O)C1(Cc2cccc(F)c2)CCN(CC2CC2)CC1
  CHT allo act: i	OX1R antag: -21.7
> Cn1ccc(NC(=O)Nc2cccc(C(F)(F)F)c2)n1
  CHT allo act: i	OX1R antag: -18.9
> CSC1=NNC(c2ccc(C(C)(C)C)cc2)=NN1
  CHT allo act: i	OX1R antag: -1.7
> COc1cc(-c2nc3ccc(C)cn3c2Nc2ccc3c(c2)OCCO3)ccc1O
  CHT allo act: i	OX1R antag: -14.4
> OCC1CCCN(Cc2cn(Cc3ccccc3)nc2-c2cc3ccccc3o2)C1 (centres undefined)
  CHT allo act: i	OX1R antag: -28.3
> Cc1cc(Br)ccc1NC(=O)CNC(=O)CNc1cccc([N+](=O)[O-])c1
  CHT allo act: .	OX1R antag: 1.9
> COCCn1c(COc2cccc(OC)c2)nnc1SCC(=O)NC1CCCCC1
  CHT allo act: i	OX1R antag: -39.6
> COc1ccccc1C(=O)Nc1ccc(S(=O)(=O)Nc2onc(C)c2C)cc1
  CHT allo act: i	OX1R antag: -24.3
> COC(=O)Cc1ccc(NC(=O)c2cccs2)cc1
  CHT allo act: i	OX1R antag: 1.6
> Cc1ccc[n+](-c2nc([O-])sc2C=O)c1
  CHT allo act: i	OX1R antag: 6.4
> COc1ccc(CC(=O)NC(=S)Nc2cccc(CO)c2)cc1
  CHT allo act: i	OX1R antag: -12.8
> COC(=O)c1ccc(S(=O)(=O)N2CCN(CCO)CC2)n1C
  CHT allo act: i	OX1R antag: -60.4
> Cc1nc(Nc2ccc3c(c2)OCCO3)c2c(C)c(C)sc2n1
  CHT allo act: i	OX1R antag: -52.5

> C/C(CC(=O)Nc1ccccn1)=N\NC(=O)c1cccc(C)c1
  CHT allo act: i	OX1R antag: 2.5
> Cc1ccc(C(=O)c2oc3ccc(Cl)cc3c2NC(=O)CN2CCN(C)CC2)cc1
  CHT allo act: i	OX1R antag: -6.9
> CCOc1cc(C2C(C(=O)c3ccccc3)=C(C(=O)OC)Nc3nnnn32)ccc1O (centres undefined)
  CHT allo act: i	OX1R antag: -31.2
> NS(=O)(=O)c1ccc(CCNC(=O)COC(=O)CCN2C(=O)C3CC=CCC3C2=O)cc1 (centres undefined)
  CHT allo act: .	OX1R antag: -9.4
> CCc1ccc(NC(=S)N2CCN(C)CC2)cc1
  CHT allo act: i	OX1R antag: -2.7
> O=C(NCCCN1CCOCC1)c1cc(S(=O)(=O)N2CCOCC2)ccc1Cl
  CHT allo act: .	OX1R antag: -11.4
> Cc1nn(-c2ccc(F)cc2)c2sc(C(=O)N3CCCCCC3)cc12
  CHT allo act: i	OX1R antag: -18.8
> COc1ccc(N2C(=O)CSC2c2ccc(F)cc2)cc1 (centres undefined)
  CHT allo act: i	OX1R antag: -6.8
> O=C(C1=C(O)C(=O)N(Cc2ccccc2)C1c1ccco1)c1ccco1 (centres undefined)
  CHT allo act: i	OX1R antag: -7.5
> COc1ccccc1N1CCN(C(=O)Cn2nc(C(F)(F)F)c3c2CCC3)CC1
  CHT allo act: i	OX1R antag: -20.1
> COC(=O)c1c(NC(=O)c2ccco2)sc2c1CCC2
  CHT allo act: i	OX1R antag: -15.7
> COCCn1cnc2c1c(=O)n(CC(=O)NN)c(=O)n2Cc1ccccc1
  CHT allo act: i	OX1R antag: -15.0
> O=C(Cn1c(=O)oc2cc(S(=O)(=O)N3CCCC3)ccc21)N1CCN(C2CCCCC2)CC1
  CHT allo act: i	OX1R antag: -5.2
> C=CCNC(=O)c1ccc(CN2CCC(Cc3ccccc3)CC2)cc1
  CHT allo act: i	OX1R antag: -18.1
> COc1ccc(Cc2nc3ccc(C(=O)N4CCOCC4)cc3o2)cc1
  CHT allo act: i	OX1R antag: -11.1
> CC1(C)Cc2c(c(-c3ccccc3)nc3sc4c(=O)[nH]c(=S)[nH]c4c23)CO1
  CHT allo act: i	OX1R antag: -17.8
> CCOC(=O)C1=C(C)C2C3C(=O)N(c4cc(C)ccc4C)C(=O)C3C1(C)C1C(=O)N(c3cc(C)ccc3C)C(=O)C21 (centres undefined)
  CHT allo act: i	OX1R antag: -22.9
> CCOC(=O)N1CCN(C(=S)Nc2cccc(C)c2C)CC1
  CHT allo act: i	OX1R antag: -3.4
> CCOc1ccc(-c2csc(NC(=O)c3cccc(N4C(=O)CCC4=O)c3)n2)cc1
  CHT allo act: i	OX1R antag: -18.6
> CCOC(=O)c1cc(NC(=O)CSc2nnc(CN3CCOCC3)n2C)ccc1Cl
  CHT allo act: i	OX1R antag: -5.5
> CC(C)(C)NC(=O)CN(Cc1cccs1)C(=O)CNS(=O)(=O)c1ccc(F)cc1
  CHT allo act: i	OX1R antag: -3.2
> CCN(CCNC(=O)C1CCN(S(=O)(=O)c2cccc3cccnc23)CC1)c1ccccc1
  CHT allo act: i	OX1R antag: -12.8
> COc1cc(CCC(=O)Nc2nnc(C)s2)cc(OC)c1OC
  CHT allo act: i	OX1R antag: 9.1
> O=C(C1CCN(Cc2cccs2)CC1)N1CCN(Cc2ccc3c(c2)OCO3)CC1
  CHT allo act: i	OX1R antag: 13.7
> O=C(CN1C(=O)NC(c2ccccc2)(c2ccccc2)C1=O)NCCc1ccc(F)cc1
  CHT allo act: .	OX1R antag: 36.4

7 entries out of the list above, sorted by the value under OX1R antag, highest first:
smiles	OX1R antag
Cc1ccc(C(=O)c2oc3ccc(Cl)cc3c2NC(=O)CN2CCN(C)CC2)cc1	-6.9
COc1ccc(Cc2nc3ccc(C(=O)N4CCOCC4)cc3o2)cc1	-11.1
CCN(CCNC(=O)C1CCN(S(=O)(=O)c2cccc3cccnc23)CC1)c1ccccc1	-12.8
COCCn1cnc2c1c(=O)n(CC(=O)NN)c(=O)n2Cc1ccccc1	-15.0
C=CCNC(=O)c1ccc(CN2CCC(Cc3ccccc3)CC2)cc1	-18.1
Cc1nn(-c2ccc(F)cc2)c2sc(C(=O)N3CCCCCC3)cc12	-18.8
CCOC(=O)C1=C(C)C2C3C(=O)N(c4cc(C)ccc4C)C(=O)C3C1(C)C1C(=O)N(c3cc(C)ccc3C)C(=O)C21 (centres undefined)	-22.9

One compound at a time (already shown). Values in the order: CHT allo act	OX1R antag
Results for COc1ccc(Cc2nc3ccc(C(=O)N4CCOCC4)cc3o2)cc1 : i	-11.1
Results for COc1cc(CCC(=O)Nc2nnc(C)s2)cc(OC)c1OC : i	9.1

Later entries:
> O=C(c1cnc2n(c1=O)CCS2)N1CCN(c2ccc([N+](=O)[O-])cc2)CC1
  CHT allo act: i	OX1R antag: 6.3
> O=C(COC(=O)c1ccc[nH]c1=O)NCC1CCCO1 (centres undefined)
  CHT allo act: i	OX1R antag: 1.0
> COc1cccc(NC(=O)Nc2nccc(C)n2)c1
  CHT allo act: i	OX1R antag: -15.2
> Cc1cc(C(=O)N2CCCC(CCC(=O)N3CCN(c4ccccn4)CC3)C2)c(C)o1 (centres undefined)
  CHT allo act: i	OX1R antag: -14.7
> Cc1cc(NS(=O)(=O)c2ccc(NC(=O)c3cc(-c4cccnc4)nc4ccc(Cl)cc34)cc2)no1
  CHT allo act: i	OX1R antag: -20.8
> O=C(CC1N=C2c3ccccc3N=C(SCc3ccc(F)cc3)N2C1=O)NCc1ccco1 (centres undefined)
  CHT allo act: i	OX1R antag: -17.9
> CCC(=O)Nc1nc(-c2cc([N+](=O)[O-])cs2)cs1
  CHT allo act: i	OX1R antag: -11.7
> Cc1cc(C)nc(SCC(=O)Nc2ncc(Cc3cccc(Cl)c3Cl)s2)n1
  CHT allo act: i	OX1R antag: -11.3
> O=C(CCN1C(=O)/C(=C/c2ccc(F)cc2)SC1=S)NCCc1ccc(O)cc1
  CHT allo act: i	OX1R antag: -14.3
> CCS(=O)(=O)Nc1ccc(C2=NN(S(=O)(=O)CC)C(c3cccs3)C2)cc1 (centres undefined)
  CHT allo act: i	OX1R antag: 6.1
> Cn1cccc1CNC(=O)Nc1ccc(Cl)c(Cl)c1
  CHT allo act: i	OX1R antag: -12.6
> N#CC(C(=O)c1ccccc1)=C1SCCS1
  CHT allo act: i	OX1R antag: -26.3
> Cc1c(Cl)cccc1N=C(N)N=C(N)N
  CHT allo act: i	OX1R antag: -6.5
> CN(C)c1ccc(-n2cccc2/C=N/n2cnnc2)cc1
  CHT allo act: i	OX1R antag: 0.5
> CC(C)(C)C(=O)NC1CC2CCCC(C1)N2C(=O)Nc1ccccc1F (centres undefined)
  CHT allo act: i	OX1R antag: -13.0
> O=C(/C=C/c1ccc(F)cc1)NCc1cccs1
  CHT allo act: i	OX1R antag: 12.2
> O=C(c1ccc(N2CCCCC2)c([N+](=O)[O-])c1)N1CCN(c2ccccn2)CC1
  CHT allo act: i	OX1R antag: -18.1
> O=Cc1cc2cc3c(cc2nc1Cl)OCCO3
  CHT allo act: i	OX1R antag: 4.8
> Cc1ccc2nc(SC(C)C(=O)NCc3ccc4c(c3)OCO4)[nH]c2c1 (centres undefined)
  CHT allo act: i	OX1R antag: -31.9

Look-ups from the results shown.
O=C(CCN1C(=O)/C(=C/c2ccc(F)cc2)SC1=S)NCCc1ccc(O)cc1 in OX1R antag is entered as -14.3
O=C(COC(=O)c1ccc[nH]c1=O)NCC1CCCO1 (centres undefined) in OX1R antag is entered as 1.0
